KCNQ2 inh – KCNQ2 potassium channel inhibitors, primary screen, cell-based, CHO-K1, FluxOR thallium flux, B-score (AID 2156). O88943. 20 min; active compounds read low. B-score at 10 µM. actives 1.1% (n = 310,000);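 active = fluorescence ratio B-score at most minus 3 library SDs, with starting brightness B-score within 2 library SDs, cut at about -5.5 in these data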
Target sequence (O88943 whole entry, looked up): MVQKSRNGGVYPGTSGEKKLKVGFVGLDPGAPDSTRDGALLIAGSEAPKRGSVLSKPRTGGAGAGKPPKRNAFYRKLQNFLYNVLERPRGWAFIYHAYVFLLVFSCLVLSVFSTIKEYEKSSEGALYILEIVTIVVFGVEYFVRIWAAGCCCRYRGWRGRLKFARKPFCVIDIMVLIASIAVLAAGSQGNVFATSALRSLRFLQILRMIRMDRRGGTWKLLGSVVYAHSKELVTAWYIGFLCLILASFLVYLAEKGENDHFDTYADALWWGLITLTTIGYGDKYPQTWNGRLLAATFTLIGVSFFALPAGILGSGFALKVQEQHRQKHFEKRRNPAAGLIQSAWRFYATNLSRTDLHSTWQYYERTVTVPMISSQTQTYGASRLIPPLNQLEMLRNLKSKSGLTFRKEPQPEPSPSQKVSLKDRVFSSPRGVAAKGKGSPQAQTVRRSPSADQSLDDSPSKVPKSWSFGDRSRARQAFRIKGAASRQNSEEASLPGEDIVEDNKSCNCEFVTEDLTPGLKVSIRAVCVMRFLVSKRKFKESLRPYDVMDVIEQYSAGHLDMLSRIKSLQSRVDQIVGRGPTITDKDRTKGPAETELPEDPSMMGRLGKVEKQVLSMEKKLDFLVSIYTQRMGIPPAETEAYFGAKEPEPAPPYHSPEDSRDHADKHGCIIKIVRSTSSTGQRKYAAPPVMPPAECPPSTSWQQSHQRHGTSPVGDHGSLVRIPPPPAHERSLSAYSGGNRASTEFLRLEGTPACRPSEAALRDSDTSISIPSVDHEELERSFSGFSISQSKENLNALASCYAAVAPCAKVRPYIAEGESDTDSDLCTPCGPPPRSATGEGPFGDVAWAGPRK
Kir21 block – blocks the mouse Kir2.1 inward-rectifier potassium channel. P35561. B-score at 10 µM. actives 0.85% (n = 310,000). HEK293-Kir2.1, FluxOR thallium flux fluorescence; active compounds read low;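 active = fluorescence ratio B-score at or below minus 3 SD of library scores, with starting-brightness B-score within 2 SD, cut at about -4.2 in these data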;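 also: channel flux triggered by added potassium and thallium sulfate stimulus; B-score of peak minus minimum fluorescence over baseline after thallium stimulus; more negative B-score means stronger Kir2.1 block with less thallium influx; some compounds called inactive have numbers as strong as hits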
Starred values were filed as active, the others as inactive; i = inactive.

KCNQ2 inh | Kir21 block | mol
i | 1.04 | NC(=O)c1nc(-c2cccs2)nc2c1[nH]c(=O)n2-c1ccc(F)cc1
i | 1.64 | O=C(Cn1cc(C(F)(F)F)ccc1=O)N/N=C/c1cccc(Cl)c1Cl
i | 1.51 | COc1ccc(-n2nc(C(=O)NCC(=O)N(C)Cc3ccccc3)c3ccccc3c2=O)c(OC)c1
i | 1.17 | Cc1ccc(S(=O)(=O)N(C)c2cc(S(=O)(=O)N3CCOCC3)c(C)cc2C)cc1
i | 1.03 | Cc1ccc(CNS(=O)(=O)CCNC(=O)c2ccccc2)cc1
i | 0.48 | NC(=O)N/N=C/C=C/c1ccc(F)cc1
i | 2.28 | CC1=CS(=O)(=O)CC1Sc1nc2ccccc2[nH]1 (stereo unspecified)
i | -1.21 | CC1=NN2C(=N)/C(=C\c3cc(C)n(Cc4ccccc4)c3C)C(=O)N=C2S1
i | 0.4 | CCCCn1c(N)c(N(CCOC)C(=O)c2cc(-c3ccc(OC)cc3)nc3ccccc23)c(=O)[nH]c1=O
i | 0.85 | CCCN(CCC)CCCNC(=O)c1cn(CC)c2ccc(S(=O)(=O)N3CCc4ccccc4C3)cc2c1=O
i | 0.61 | CC(=O)c1ccc(NC(=S)NNC(=O)NC2CCCCC2)cc1
i | -0.42 | Cc1nc2c(-c3ccc(Cl)cc3)cnn2c(N)c1-c1ccc(F)cc1
i | -2.34 | NC(=O)CSc1nnc(-c2cccs2)n1-c1ccccc1
i | -0.26 | CCOC(=O)CSc1nc2sc3c(c2c(=O)n1C1CCCCC1)CCN(C)C3
i | -0.78 | Cc1nccn1-c1c([N+](=O)[O-])c(=O)n(C)c2ccccc12
i | -1.2 | NC(=O)c1ccc(NC(=O)COC(=O)C2CC(=O)N(Cc3ccccc3)C2)cc1 (stereo unspecified)
i | -1.18 | CC1(OC(=O)C2CCCC2)C(=O)C=C2C=C(c3ccsc3)N(CC3CC3)C=C2C1=O (stereo unspecified)
i | -0.27 | Cc1ccc(NCc2nnc(SCC(=O)N3CCc4ccccc43)n2C)cc1
i | 0.88 | CCN(CCCNC(=O)CNC(=O)Cn1cnc2ccccc2c1=O)c1cccc(C)c1
i | 0.23 | CCOc1ccc(N(CC(=O)NCC2CCCO2)C(=O)CCC(=O)Nc2ccccn2)cc1 (stereo unspecified)

One compound at a time, from the list above. Screens in order: KCNQ2 inh | Kir21 block
CC(=O)c1ccc(NC(=S)NNC(=O)NC2CCCCC2)cc1 reads i | 0.61
NC(=O)CSc1nnc(-c2cccs2)n1-c1ccccc1 reads i | -2.34
Cc1ccc(S(=O)(=O)N(C)c2cc(S(=O)(=O)N3CCOCC3)c(C)cc2C)cc1 reads i | 1.17
Cc1ccc(CNS(=O)(=O)CCNC(=O)c2ccccc2)cc1 reads i | 1.03

3 entries out of the list, ordered by heavy-atom count, ascending:
KCNQ2 inh | Kir21 block | mol
i | 2.28 | CC1=CS(=O)(=O)CC1Sc1nc2ccccc2[nH]1 (stereo unspecified)
i | -2.34 | NC(=O)CSc1nnc(-c2cccs2)n1-c1ccccc1
i | -1.2 | NC(=O)c1ccc(NC(=O)COC(=O)C2CC(=O)N(Cc3ccccc3)C2)cc1 (stereo unspecified)

More structures
KCNQ2 inh | Kir21 block | mol
i | -0.49 | CCOc1ccc(CCNC(=O)COC(=O)c2nn(C)c(=O)c3ccccc23)cc1OCC
i | 0.92 | CC1=NN(C(N)=S)C(=O)C1N=Nc1ccc(C)cc1C (stereo unspecified)
i | -1.31 | O=C(Nc1cc2c(cc1Br)OCCO2)c1cccnc1
i | 1.43 | CCN(CC)CCSc1nc(O)c(C(C)C)c(=O)[nH]1
i | -0.93 | CC(C(=O)c1ccccc1)n1c(N2CCOCC2)nc2c1c(=O)n(C)c(=O)n2C (stereo unspecified)
i | -0.29 | Cc1nc(CS(=O)(=O)c2ccccc2)cc(N2CCOCC2)n1
-6.32* | 1.24 | Cc1ccc(-c2cccc(C(=O)NCCc3ccccc3)n2)c2ccccc12
i | -0.77 | CCOC(=O)C1C(C(=O)NN)C1C(=O)Nc1ccccc1 (stereo unspecified)
i | -2.25 | C/C(=N\NC(=O)c1ccoc1C)c1cccc2ccccc12
i | -1.47 | Cc1ccc(OCC(=O)NCCCNC(=O)c2ccncc2)cc1C
i | -1.26 | COC(CNC(=O)C(=O)NCC1OCCN1S(=O)(=O)c1ccccc1)OC (stereo unspecified)
i | 0.14 | COc1cccc(C(=O)NCC(c2ccco2)N2CCc3ccccc3C2)c1 (stereo unspecified)
i | -3.79 | COc1ccc(S(=O)(=O)CCC(=O)NC2CCCCC2)cc1
i | 1.32 | CC(=O)C(Sc1ccc2nnc(-c3ccc(C)cc3)n2n1)C(C)=O
i | 1.1 | CCN1CCN(Cc2c(C)[nH]c3ccc(C(=O)OC)cc3c2=O)CC1
i | 0.1 | O=C(NCc1cccnc1)C(=O)c1c[nH]c2ccccc12
i | -1.65 | COc1ccccc1NC(=O)CSc1nc2nc(C)cc(C)c2c(=O)[nH]1
i | -0.23 | Cc1ncc([N+](=O)[O-])n1Cc1ccc(F)cc1
i | -0.01 | CCn1c(SCC(=O)N=Nc2c(O)[nH]c3ccccc23)nnc1-c1ccc(C(C)(C)C)cc1
i | -0.71 | c1ccc(-c2nc3nc4ccccc4nc3n2Cc2ccco2)cc1

Two compounds drawn at random from the list so far, as already listed:
KCNQ2 inh | Kir21 block | mol
i | -0.71 | c1ccc(-c2nc3nc4ccccc4nc3n2Cc2ccco2)cc1
i | -0.23 | Cc1ncc([N+](=O)[O-])n1Cc1ccc(F)cc1

The listing continues:
KCNQ2 inh | Kir21 block | mol
i | 0.93 | O=c1c2c(-c3cccs3)csc2[nH]c(=S)n1-c1ccccc1
i | -0.06 | CSCCC(NC(=O)COc1ccccc1)C(=O)NCCOc1ccc(C)cc1 (stereo unspecified)
i | -0.04 | COc1ccc(/C=N/NC(=O)CN(Cc2ccccc2)S(=O)(=O)c2ccc3c(c2)OCCO3)cc1
i | -0.26 | COc1ccc(S(=O)(=O)/C(C#N)=C/Nc2cccc(F)c2)cc1
i | -1.54 | CC(C)OP(=O)(Nc1cccc2ccccc12)OC(C)C
i | -1.21 | O=c1cc(O)sc2ccccc12
i | 0.06 | COc1ccc(Cc2c[nH]c(=O)[nH]c2=O)cc1
i | 0.01 | O=C(CCN1C(=O)[C@@H]2Cc3ccccc3CN2C1=O)Nc1cccc(F)c1
i | -0.01 | COC(=O)C1=C(N)OC2=C(C(=O)CC(C)(C)C2)C1c1ccccc1OC (stereo unspecified)
i | -0.36 | C[C@]12C(=O)N(c3cccc(F)c3)C(=O)N1[C@@H]1c3ccccc3OC[C@@H]1[C@H]2c1ccccc1
i | -4.08 | O=C(CNS(=O)(=O)c1cccc(Br)c1)NCCCc1ccccc1
i | 0 | CCCOc1ccc(-c2nc(C#N)c(N3CCN(CC)CC3)o2)cc1
i | -0.58 | O=C(NC1CC1)c1sc2cc([N+](=O)[O-])ccc2c1Cl
i | 0.4 | COC(=O)CCCC(=O)N1CCC(n2nccc2NC(=O)CCOc2ccccc2)CC1
i | 0.24 | Cc1cc(C(=O)N/N=C/c2ccc(Br)o2)n[nH]1
i | -0.15 | O=C(/C(=C/c1cccc(Cl)c1)c1nc2ccccc2[nH]1)c1ccccc1
i | 1.85 | CCC(C)(C)NC(=O)C(c1ccc(C)cc1)N(CC1CCCO1)C(=O)CCC(=O)Nc1ccccn1 (stereo unspecified)
i | 2.38 | CC(=O)Nc1ccc(OCc2cccc3ccccc23)cc1
i | 0.66 | CCCNC(=O)c1c(CSc2ccc(Cl)cc2)noc1C(=O)NCc1ccccc1
i | 1.76 | O=c1[nH]nc(Cc2ccc([N+](=O)[O-])cc2)c2ccccc12

KCNQ2 inh | Kir21 block | mol
i | 1.51 | CC(C#N)(Cc1ccccc1)Nc1ccccc1 (stereo unspecified)
i | -0.09 | O=c1c2ccccc2oc2cc(NCCCN3CCOCC3)ccc12
i | 0.17 | COCCCN=Cc1c(C)[nH]n(-c2ccc(Br)cc2Br)c1=O
i | 0 | Cc1ccccc1Nc1c(C)c(C)nc2ncnn12
i | -0.05 | Cc1cc2c(cc1C)CSC(c1ccccc1OC(=O)C(C)(C)C)SC2
i | -0.63 | O=S(=O)(NCc1ccc(F)cc1)c1ccc(-c2cnc(C3CC3)o2)cc1
i | -2.94 | COC(=O)c1ccccc1NC(=O)CSc1nnc(COc2cccc(OC)c2)n1C
i | 0.46 | CN(CCO)c1ncnc2c1sc1nc(N3CCOCC3)c3c(c12)CCC3
i | 3.92 | CC1CCc2c(sc3nc(CSc4n[nH]c(N)n4)[nH]c(=O)c23)C1 (stereo unspecified)
i | 0.71 | CC1(C)CC(=O)C(C=NCCN2CCN(CC(=O)Nc3ccccc3)CC2)=C(O)C1
i | -1.3 | O=[N+]([O-])c1cccc(/C=C/C=N/Nc2nc(N3CCCCC3)nc(N3CCCCC3)n2)c1
i | -0.12 | Cc1cccc(CNC(=O)C2CCC(=O)N(Cc3ccccc3F)C2)n1 (stereo unspecified)
i | 1.46 | COc1ccccc1NC(=O)NCCC1=CCCCC1
i | -1.63 | CCOP(=O)(NC(c1ccccc1)c1nc2ccccc2[nH]c1=O)OCC (stereo unspecified)
i | 2.59 | NC(=O)C1CCN(C(=O)CC2(CC(=O)O)CCCCC2)CC1
i | 0.63 | Cc1c(OCC(=O)NCC2CCC(C(=O)O)CC2)ccc2c3c(c(=O)oc12)CCC3 (stereo unspecified)
i | -0.63 | CS(=O)(=O)N1CCc2cc(S(=O)(=O)N3CCCCC3)ccc21
i | -5.5* | Cc1ccccc1N1CCN(Cc2c[nH]c3ccccc23)CC1
i | -1.26 | CC(C)CN1CCN(Cc2cccn2-c2ccc(Cl)cn2)CC1CCO (stereo unspecified)
i | -0.34 | CCc1ccc2oc(-c3cccc(NC(=O)c4cccnc4)c3)nc2c1

KCNQ2 inh | Kir21 block | mol
i | -2.32 | COc1ccccc1-c1cc(C(F)(F)F)nc(N2CCN(c3ccc(F)cc3)CC2)n1
i | 1.29 | Cc1cccc(NC(=O)Cn2c(=O)n(CCc3c[nH]c4ccccc34)c(=O)c3cccnc32)c1
i | 1.78 | COc1ccc(-n2c(Cc3cccn3C)nnc2SCC(=O)Nc2cccc(Cl)c2)cc1
i | -0.02 | O=C(Nc1ccccc1C(=O)NCc1ccco1)c1ccccc1
i | 1.07 | CC1(C)Cc2ccccc2C(/C(C#N)=N/O)=N1
i | -0.66 | Cc1cc(-c2ccc(C)c(S(=O)(=O)NCc3ccc(Br)cc3)c2)on1
i | -0.06 | Clc1ccc(OCc2nc(-c3ccc(Br)o3)no2)cc1
i | 1.12 | O=C(O)c1ccc(/C=C/c2ccc3cccc(O)c3n2)cc1
i | -0.76 | C#CNC(=O)C1(CC=C)CCNCC1
i | 0.28 | CC(=O)c1ccc(Cc2cnc(N)s2)cc1
i | -0.69 | Cc1cc(C)c(NC(=O)CSc2nc3ccc(NC(=O)CSc4nnnn4Cc4ccccc4)cc3s2)c(C)c1
i | -1.75 | Nc1c(C(=O)c2ccccc2)sc2nsc(SCCN3CCOCC3)c12
i | -0.69 | CSc1nnc(Cn2c(=O)sc3ccccc32)n1-c1ccccc1
i | -0.74 | O=C(Nc1ccccc1)c1ccc(-c2ccccc2Cl)o1
i | -0.56 | Cc1nc(CNS(=O)(=O)c2ccc3c(c2)CCCC3)cs1
i | 0 | COc1ccc(/C=C/C(=O)NC(=S)Nc2ccc(S(=O)(=O)Nc3cc(C)on3)cc2)cc1
i | -0.43 | O=C(c1ccccc1F)N1CCN(c2ccc([N+](=O)[O-])c3ncccc23)CC1
i | -0.02 | Cc1oc(-c2ccc(Cl)cc2)nc1CS(=O)CC(=O)NC1CCCCCC1 (stereo unspecified)
i | -3.47 | Cc1ccc(C(=O)N2CCCCCC2)cc1Br
i | -0.31 | Cc1cc(Nc2ccccc2)n(C(=O)c2ccc(Cl)cc2)n1

KCNQ2 inh | Kir21 block | mol
i | -0.34 | CCCn1c(SCC(=O)NC(C)(C)C)nnc1-c1ccco1
i | 0.01 | COCCCNCCOCCOc1c(OC)cccc1OC
i | -0.64 | COc1ccc(NC(=S)N2CCN(CCN3C(=O)c4cccc5cccc(c45)C3=O)CC2)cc1
i | 2.34 | N#Cc1c(C(F)(F)F)cc(-c2cccs2)nc1SC(C(=O)O)c1ccccc1 (stereo unspecified)
i | -0.08 | CC(OC(=O)c1ccc(S(=O)(=O)NCc2ccco2)cc1)C(=O)Nc1ccc(Cl)cn1 (stereo unspecified)
i | -2.51 | C=CC(=O)Nc1ccc(Br)cc1
i | 0.52 | COc1ccc(N2CCN(C(=O)CCC(=O)N3CCOc4ccc(Cl)cc43)CC2)cc1
i | -1.39 | Cc1ccc(S(=O)(=O)N(CCCN2CCCC2=O)Cc2cc3c(C)ccc(C)c3[nH]c2=O)cc1
i | 1.83 | COc1cccc(NC(=O)c2ccc(N3C(=O)C4CC=C(C)CC4C3=O)cc2)c1 (stereo unspecified)
i | 1.35 | C=CCOn1c(=O)c(-c2cc3ccccc3o2)[n+]([O-])c2ccccc21
i | -0.04 | CCOCCCNC(=O)C(c1ccc(Cl)cc1)N1CCN(C(=O)c2ccco2)CC1 (stereo unspecified)
i | -0.43 | CCN(CC)S(=O)(=O)c1ccc(N2CCOCC2)c(NS(=O)(=O)c2ccc(C)c(C)c2)c1
i | 0.03 | O=C(COc1ccc(Br)cc1)Nc1ccccc1C(=O)N1CCOCC1
i | 0.16 | Cn1c(=O)c(C(=O)Nc2ncccc2O)c(O)c2ccccc21

High-throughput results from PubChem BioAssay.
